APEX1 inh = blocks human APE1 abasic DNA cleavage | P27695 | recombinant APE1, TAMRA/BHQ-2 abasic DNA cleavage fluorescence | Potency, µM (top dose mostly 65.8 µM), without a hit: at the highest dose activity change, negative = inhibition, actives largely listed as inhibitors | 350,000 compounds, 0.35% hits | AID 2517;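 also: potency is read from the fitted curve at half-maximal effect; plate controls were vehicle for no effect and reference inhibitor for full effect; nearly all actives have a fitted effect of over 55% in size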
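Endonuclease cleavage of a quenched abasic-site DNA duplex (50 nM) by APE1 (0.75 nM) was tracked by TAMRA dequenching. Compounds were preincubated with enzyme 15 min at room temperature; data normalized to buffer-only and DMSO wells plus NSC13755 control.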
ALOX12 inh = inhibitors of human 12S-lipoxygenase ALOX12. 580,000 compounds, 1.1% hits. Potency, µM (doses to about 108 µM), for the others: at the highest dose activity change, negative = inhibition, hits mostly inhibitors. purified 12hLO, xylenol orange hydroperoxide absorbance; also: potency is read from the fitted curve at half-maximal effect; % is scaled to controls: 0 for no effect and ±100 for the full control effect
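Hydroperoxide product was detected by ferrous iron/xylenol orange as the 573 to 405 nm absorbance ratio. Arachidonic acid at 40 uM (final) was turned over for 30 min at room temperature by 150 nM human 12hLO, pH 7.0 Hepes buffer, after 15 min compound preincubation.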
ERG Ets-DNA blk = blocks human ERG Ets domain binding to DNA | P11308 | fluorescence polarization, His-ERG Ets domain / labelled DNA | Potency, µM (top dose mostly 76.9 µM), for the others: at the highest dose FP activity, negative = inhibition, actives largely listed as inhibitors | 370,000 compounds, 0.028% hits | AID 624246; active = well fitted inhibition curve with a large enough effect in the polarisation, with a control signal flat; inconclusive = small, poorly fitted or top-dose-only effect, or effect the other way, or a change in a side signal; inactive = no such curve, though single readings can be large or run the other way; the % refers to the polarisation;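 also: polarization taken with two DNA probes labelled with fluorescein and Texas red; potency is read from the fitted curve at half-maximal effect; % of control where 0% means no effect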
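His-tagged ERG Ets domain (1 uM in the protein solution; 300mM KCl, 50mM Tris-HCl, 1mM EDTA, 1mM DTT, pH 7.5) received compound, then a probe mix of 5 nM fluorescein-DNA and 100nM Texas-615-DNA. Fluorescence polarization was read for both dyes.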
Apoferritin bind = candidate novel general anesthetic via apoferritin binding; P02791; apoferritin/1-aminoanthracene competitive binding, fluorescence; Potency, µM (titrated, usually from 77.5 µM), for inactives: at the highest dose activity change, negative = displacement, usual class: inhibitors; 350,000 compounds, 0.074% hits; also: potency is read from the fitted curve at half-maximal effect; % is scaled to controls: 0 for no effect and ±100 for the full control effect; nearly all actives have a fitted effect of over 20% in size
Target sequence (P02791 2-175 limits assumed): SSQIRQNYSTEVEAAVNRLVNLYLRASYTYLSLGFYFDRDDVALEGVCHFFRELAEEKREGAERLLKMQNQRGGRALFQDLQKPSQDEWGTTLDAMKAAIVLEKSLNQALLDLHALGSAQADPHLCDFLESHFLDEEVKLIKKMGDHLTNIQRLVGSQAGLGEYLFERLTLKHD
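Steps: apoferritin (10 uM) was premixed with half-saturated 1-AMA in PBS, compounds were pin-transferred, plates stood 10 min at room temperature, fluorescence was read at 380/535 nm, and curves were fitted with a Hill equation.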
Pol beta inh = blocks human DNA polymerase beta activity | P06746 | Pol beta primer extension/strand displacement, fluorescence kinetic | Potency, µM (titrated, usually from 114 µM), without a hit: at the highest dose activity change, negative = inhibition, usual class: inhibitors | 340,000 compounds, 1.3% hits; also: potency is read from the fitted curve at half-maximal effect; % is scaled to controls: 0 for no effect and ±100 for the full control effect
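Curves were derived by four-parameter Hill fits of normalized qHTS data. The kinetic fluorescent primer-extension read was taken at 0 and 10 min after 50 nM substrate, following a 15 min room-temperature preincubation of 10 nM enzyme with compounds.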
LDHA inh = LDHA (human) enzyme inhibition. purified LDHA, NADH/diaphorase-resazurin fluorescence; active compounds read low. 480,000 compounds, 0.15% hits. activity change, % (values are at about 110 or 230 µM). P00338; in the data active = activity change below about -30%; inconclusive = mostly about -25% to -30%;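 also: plate controls were DMSO wells for no effect and wells without enzyme for full effect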
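Enzyme activity of human lactate dehydrogenase 5 (2 nM; 0.06 mM NADH, 0.2 mM pyruvate, 5 min, RT) is measured via a resazurin/diaphorase fluorescence readout of residual NADH.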
Pol eta inh = DNA polymerase eta (human) inhibition; Q9Y253; recombinant Pol eta, fluorescent DNA replication assay; Potency, µM (series often up to 114 µM), for the others: top-dose activity change, negative = inhibition, most hits filed as inhibitors; 390,000 compounds, 1.2% hits; also: potency is read from the fitted curve at half-maximal effect; % is scaled to controls: 0 for no effect and ±100 for the full control effect
Target sequence (Q9Y253 whole entry, looked up): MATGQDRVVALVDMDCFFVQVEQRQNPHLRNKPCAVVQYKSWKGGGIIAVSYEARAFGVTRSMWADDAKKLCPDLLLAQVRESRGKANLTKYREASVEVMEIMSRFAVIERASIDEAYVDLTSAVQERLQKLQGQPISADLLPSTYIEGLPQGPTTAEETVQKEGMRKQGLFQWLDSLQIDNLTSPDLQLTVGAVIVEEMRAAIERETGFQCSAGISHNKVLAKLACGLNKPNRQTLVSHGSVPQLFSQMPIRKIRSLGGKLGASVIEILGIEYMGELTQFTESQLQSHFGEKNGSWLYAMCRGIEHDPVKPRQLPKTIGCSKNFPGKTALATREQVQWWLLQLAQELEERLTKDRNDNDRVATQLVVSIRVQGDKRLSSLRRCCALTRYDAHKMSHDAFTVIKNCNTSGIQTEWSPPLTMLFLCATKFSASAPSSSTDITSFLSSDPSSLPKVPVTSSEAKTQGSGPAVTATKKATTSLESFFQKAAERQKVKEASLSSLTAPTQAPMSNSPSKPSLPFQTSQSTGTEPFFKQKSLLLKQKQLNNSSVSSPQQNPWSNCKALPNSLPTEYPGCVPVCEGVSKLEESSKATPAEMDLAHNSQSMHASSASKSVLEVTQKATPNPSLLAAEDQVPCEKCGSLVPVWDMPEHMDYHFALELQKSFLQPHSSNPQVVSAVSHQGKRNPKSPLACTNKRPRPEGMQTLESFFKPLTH
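Pol eta (10 nM) was preincubated with compounds for 15 min at room temperature, after which fluorescent replication substrate (50 nM final) was added to start the reaction. Fluorescence was read kinetically at 0 and 10 min.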
POLK inh = blocks human DNA polymerase kappa activity. 400,000 compounds, 0.53% hits. Q9UBT6. Potency, µM (titrated, usually from 107 µM), for the others: at the highest dose activity, negative = inhibition, actives largely listed as inhibitors. purified Pol kappa, fluorescent DNA synthesis assay, 10 min; also: potency is read from the fitted curve at half-maximal effect; % is scaled to controls: 0 for no effect and ±100 for the full control effect
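Readout: fluorescence, taken kinetically at 0 and 10 min. Conditions: 10 nM Pol kappa, 15 min RT compound preincubation, 50 nM substrate final. Controls: enzyme-free buffer wells.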
RGS4 inh = human RGS4 inhibition; Transcreener GDP fluorescence polarization, RGS4-accelerated GTP hydrolysis; Potency, µM (doses to about 114 µM), inactives show at the top dose activity change, negative = inhibition, usual class: inhibitors; 390,000 compounds, 0.039% hits; also: potency is read from the fitted curve at half-maximal effect; % is scaled to controls: 0 for no effect and ±100 for the full control effect; nearly all actives have a fitted effect of over 75% in size; some results filed as inactive show a strong effect at the top dose
Target sequence (P49798 whole entry, looked up): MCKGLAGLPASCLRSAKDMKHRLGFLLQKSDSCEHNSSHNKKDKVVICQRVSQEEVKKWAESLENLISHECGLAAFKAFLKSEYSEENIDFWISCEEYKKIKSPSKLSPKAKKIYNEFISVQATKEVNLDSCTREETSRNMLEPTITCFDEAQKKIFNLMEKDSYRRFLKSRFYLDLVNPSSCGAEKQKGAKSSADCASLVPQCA
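MLSMR compounds (23 nl, pin-transferred) preincubated 10 min at room temperature with a 500nM (2x) first reagent, then RGS4 at 900nM (2x) plus Transcreener GDP mix added; fluorescence polarization (620/688 nm) read before and after 90 min at 30 °C.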
Numbers without * were called inactive; u = inconclusive; x = not tested or not shown; & = joins results of further samples; [ ] = another dose, or the depositor's remark. Unless noted, calls follow the shape of the dose curve; as a rule, active = well fitted curve in the direction sought with a large enough effect; inconclusive = small, poorly fitted or top-dose-only effect, or another doubt; inactive = no such curve, though single readings can be large; an effect the other way counts as inactive or inconclusive.

Results follow in this order: APEX1 inh, ALOX12 inh, ERG Ets-DNA blk, Apoferritin bind, Pol beta inh, LDHA inh, Pol eta inh, POLK inh, RGS4 inh
O=C(c1cccs1)N1CCN(C(=O)C2CCCO2)CC1 (centres undefined)
  -2%, 4%, 1%, -5%, 17%, -2, -19%, -23%, 7%
CCCCC1OC23CCCCC2C(C#N)(C(=N)O3)C1(C#N)C#N (centres undefined)
  -3%, -6%, -11%, 198%[activator], 23%, 2, -16%, -7%, -12%
COc1ccccc1C(=O)NNC(=O)Cc1ccccc1
  -2%, 0%, -5%, -14%, 42%, -6, -1%, -4%, 11%
O=C(NCCOc1ccccc1)c1ccccc1
  18%, -6%, -1%, -19%, 5%, 1, -7%, -9%, 13%
CO/N=C(/CS(=O)Cc1ccccc1Cl)c1ccc(Cl)cc1Cl (centres undefined)
  -5%, -11%, x, -19%, 40%, 0, -3%, -9%, 0%
CCc1ccc(S(=O)(=O)n2c(C)nc3ccccc32)cc1
  1%, 18%, -4%, -1%, 17%, -8, -13%, -4%, -28%
O=C(NCc1ccco1)c1cc(-c2cccs2)on1
  18%, 4%, 3%, -8%, -15%, -6, -12%, -2%, -14%
Nc1cccc2c1C(=O)N(C(=O)/C=C/c1cccc(Br)c1)C2=O
  8%, -23%, -7%, 119%[activator], 9%, -12, u, -8%, u
O=C(O)c1cc(Cl)c(Cl)cc1C(=O)Nc1cccnc1
  0%, -5%, x, 2%, -19%, x, x, x, x
CCOc1ccc(CN(C)C(=O)CNC(=O)c2cc(OC)c(OC)c(OC)c2)cc1
  4%, 19%, 4%, 1%, -4%, -9, -4%, -5%, -10%
COc1ccc([C@H](C)NC[C@H](O)c2ccc(O)c(NC=O)c2)cc1
  2%, x, 9%, -12%, 7%, -1, -11%, 11%, -1%
O=C(COc1ccc(S(=O)(=O)Nc2ccccc2)cc1)N1CCOCC1
  -2%, -10%, 4%, -3%, 1%, -5, -14%, -11%, 31%
Cc1ccc(Cn2c(C(=O)O)c(CNC3CCCCCC3)c3ccc(C)cc32)cc1
  x, -5%, 1%, -11%, 35%, -4, -10%, -7%, 12%
O=C(c1ccc(S(=O)(=O)N2CCCCC2)cc1)N(c1ccccn1)C1CCCCC1
  0%, 13%, -19%, -5%, 1%, -2, -2%, 2%, -6%
Cn1c(=O)c2c(nc(SCC(=O)N3CCCCCC3)n2C)n(C)c1=O
  1%, 6%, -2%, -11%, 25%, 0, -9%, 2%, -5%
CSc1nc(-c2ccco2)nn1C(=O)CCc1ccccc1
  -1%, -18%, -4%, -8%, 18%, -8, -16%, -10%, -6%
COc1ccc(S(=O)(=O)/C(C#N)=C/Nc2cccc(OC)c2)cc1
  2%, 1%, -2%, -6%, 5%, -1, -14%, 3%, -1%
COc1ccccc1N(C)S(=O)(=O)c1ccc(C)c(C(=O)NCc2ccccn2)c1
  7%, 18%, -2%, x, x, -5, -10%, -3%, 2%
CCOC(CNC(=O)C(=O)NCC(c1ccco1)N1CCN(c2ccc(OC)cc2)CC1)OCC (centres undefined)
  u, -6%, -12%, -4%, 4%, 2, -8%, 15%, -1%
CC(Oc1ccc(Cl)cc1Cl)C(=O)Nc1ccc(N2CCN(C)CC2)cc1 (centres undefined)
  0%, u, -2%, -3%, -13%, -5, -2%, -7%, -7%
Cc1nn(C)c2c1c(C(F)(F)F)cc(=O)n2CC(=O)N1CCC(C)CC1
  x, u, 2%, 4%, 5%, -5, -18%, -7%, 11%
O=C(CN1CCN(Cc2ccccc2)CC1)Nc1ccc(S(=O)(=O)N2CCOCC2)cc1
  -3%, -27%, -17%, -3%, 6%, -4, -18%, -2%, 9%
O=Cc1cn[nH]c1-c1cccc([N+](=O)[O-])c1
  u, 11%, -2%, -8%, -21%, 2, -7%, 6%, -14%
COc1ccc(S(=O)(=O)CCC(=O)NC2CCCCC2)cc1
  4%, 0%, -2%, -7%, u, -7, u, -15%, -1%[11.4 µM]
CCC1CCCCN1C(=S)NCc1ccccc1 (centres undefined)
  -1%, 11%, -7%, -9%, 9%[57.1 µM], -7, -6%, -15%, -35%
CC1(C)CC(NC(=O)CSc2ccccc2)CC(C)(C)N1
  -5%, -6%, 1%, -4%, -1%, -5, -6%, -10%, -3%
CN(C)S(=O)(=O)c1ccc(NC(=O)CNc2cc(S(=O)(=O)N3CCCC3)ccc2OCC(F)(F)F)cc1
  -4%, 1%, 7%, -1%, 15%, 2, -10%, 4%, -13%
CCOc1ccc(CCNC(=O)CCc2nc(-c3ccc(C)cc3)no2)cc1OCC
  1%, -19%, -1%, -7%, 0%, -2, -6%, -12%, -19%
Brc1ccc(C2=CC(c3ccco3)n3ncnc3N2)cc1 (centres undefined)
  2%, x, 8%, 499%[activator], u, 5, u, -10%, -38%
O=C(Nc1nc2c(s1)CCCC2=O)c1cnccn1
  2%, u, -6%, -4%, 5%, 13, -15%, -7%, -5%
CC1(C)C2CCC1(C)C(OC(=O)c1ccc(O)cc1)C2 (centres undefined)
  -4%, u, 14%, u, -10%, 3, -18%, 9%, -1%
O=c1[nH]c2cccnc2n1Cc1ccccc1
  0%, 24%[176 µM], 2%, -11%, 22%, -13, -15%, -6%, 0%
Cc1cc(OCc2cn3cccnc3n2)ccc1Cl
  6%, -20%, -22%, u, 10%, -8, -6%, -8%, 6%
O=C(O)COc1ccc2oc3c(c2c1)CCCC3
  20%, 2%, -1%, 8%, 25%, -8, 10%, -12%, 1%
CN(CCn1ccnc1)Cc1cn(-c2ccccc2)nc1-c1ccc2c(c1)OCO2
  -6%, 10%, 11%, -11%, 3%, -6, -13%, 4%, -13%
COc1ccc(-c2cc(C(F)(F)F)n3nc(C(=O)N4CCOCC4)c(Cl)c3n2)cc1
  22%, 0%, -3%, -8%, -1%, -6, -7%, -11%, -40%
Cc1cc([N+](=O)[O-])nn1CC(=O)N1CCCc2ccccc21
  1%, -2%, -13%, -2%, -2%, -11, -17%, -5%, 36%
O=C(COC(=O)CCCN=C1NS(=O)(=O)c2ccccc21)NC(=O)NC1CCCC1
  20%, 2%, 5%, -1%, 32%, -4, -13%, -5%, -10%
CCC(=O)c1ccc(CCCCCC(=O)O)s1
  u, 0%, -1%, 7%, 35µM*, -1, 8.9µM*, u, -22%
Cc1ccc(S(=O)(=O)N/N=C/c2cc([N+](=O)[O-])ccc2O)cc1[N+](=O)[O-]
  -3%, -17%, -9%, -16%, 0%, 2, -16%, -14%, u
COc1ccc(C(OC(=O)c2ccco2)C(=O)NC(C)(C)C)cc1 (centres undefined)
  0%, -5%, 2%, -8%, -1%, -5, -8%, -4%, 4%
O=C(c1ccc(N2CCOCC2)cc1[N+](=O)[O-])N1CCOCC1
  -10%, -5%, 10%, -1%, -5%, -6, -4%, -3%, -15%
CC(=O)Nc1ccc(S(=O)(=O)N[C@@H](C)C(=O)OCc2ccc(Cl)cc2)cc1
  16%, -8%, x, -17%, 13%, -5, -19%, -9%, -14%
O=C(NC(=S)Nc1ccc(N2CCOCC2)cc1)c1ccccc1
  1%, u, -10%, -14%, -2%, -3, 5%, -2%, -19%
O=C(c1cccc(Br)c1)c1cn(-c2ccccc2)nc1C(=O)c1ccccc1
  -4%, -7%, -4%, -13%, 1%, -4, -7%, -10%, -35%
O=C(Cn1cnc2c(nnn2Cc2ccccc2F)c1=O)OCc1ccccc1
  -4%, 14%, -2%, -20%, 8%, 4, -15%, -4%, 23%
CCN(CC)CCNC(=O)c1cc(-c2ccco2)nc2ccccc12
  -2%, u, -10%, 224%[activator], -9%, 0&-3, -16%, -1%, -27%
COc1ccc(S(=O)(=O)CC2(O)CCN(C(=O)C(C)(C)C)CC2)cc1
  -5%, -1%, -3%, -1%, 26%, -6, u, -13%, -20%
Cc1ccc(N(CC(=O)N2CCn3c2nc2ccccc23)S(=O)(=O)c2c(C)n[nH]c2C)cc1
  -3%, u, -1%, u, 18%, -5, -2%, -18%, -31%
COc1ccc(OCC(=O)OCc2cc(=O)n3nc(C4CCCCC4)sc3n2)cc1
  x, -21%, 0%, 4%, 45µM*, -3, -28%, -27%, -28%

Other structures:
Results follow in this order: APEX1 inh, ALOX12 inh, ERG Ets-DNA blk, Apoferritin bind, Pol beta inh, LDHA inh, Pol eta inh, POLK inh, RGS4 inh
O=C(CSc1nnc(C2COc3ccccc3O2)o1)NC1CCCCC1 (centres undefined)
  0%, 26%[57.4 µM], 4%, -17%, u, 1, -19%, 4%, 0%
COc1ccc(C)cc1NC(=O)c1nnn(CCc2ccccc2)c1N
  -3%, 274%[activator], 2%, 1%, 4%, -1, -3%, -14%, -8%
CC(=O)N(C)c1ccc(NC(=S)NC(=O)/C=C/c2ccco2)cc1
  4%, u, -1%, -16%, -7%, -2, -22%, -21%, -41%
O=C(COc1ccc(Cl)cc1)OCc1ccc(Cl)cc1
  x, -15%, -1%, x, x, -1, -24%, 1%, 6%
COc1ccc(NS(=O)(=O)c2ccc(-c3n[nH]c(=S)n3Cc3ccccc3)cc2)cc1
  -7%, u, 2%, 3%, 26%, -3, -13%, 2%, -21%[56.9 µM]

Assay outcomes deposited in PubChem by National Center for Advancing Translational Sciences (NCATS).

An excerpt (hit frequency here may not be typical).
